Assay outcomes: PubChem, Broad Institute
T cruzi growth: inhibitors of T. cruzi proliferation | T. cruzi beta-gal in NIH3T3, GalScreen luminescence, 90 h | inhibition, % at 8.34 µM | 5.9% of 77,000 active;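 active = mean inhibition above about 93%, with at least 55% of replicates each passing it, limit read from the data, passing the limit was not always enough; inconclusive = only one of those two conditions holds; inactive = neither condition holds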
KDM4C inh: blocks human GASC-1 (KDM4C) demethylase activity; 0.15% of 96,000 active; GST-KDM4C 2-372, H3K9me3 peptide, LANCE TR-FRET; Q9H3R0; inhibition, % at 12.5 µM;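 active = mean replicate inhibition above about 25%, with at least 55% of replicates also reaching it, limit read from the data, passing the limit was not always enough; inconclusive = only one of those two conditions met; inactive = neither condition met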
Target sequence (Q9H3R0 2-372 limits assumed): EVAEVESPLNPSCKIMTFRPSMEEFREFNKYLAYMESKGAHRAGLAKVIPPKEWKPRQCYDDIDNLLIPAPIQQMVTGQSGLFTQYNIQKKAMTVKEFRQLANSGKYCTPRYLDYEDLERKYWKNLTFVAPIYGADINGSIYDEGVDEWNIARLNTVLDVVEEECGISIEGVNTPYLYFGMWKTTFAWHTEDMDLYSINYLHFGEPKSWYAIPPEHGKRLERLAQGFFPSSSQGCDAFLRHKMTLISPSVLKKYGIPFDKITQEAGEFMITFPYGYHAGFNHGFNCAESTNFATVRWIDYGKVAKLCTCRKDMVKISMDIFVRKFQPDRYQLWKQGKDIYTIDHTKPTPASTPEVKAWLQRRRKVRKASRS
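Material: N-terminal GST-fused human GASC-1 (KDM4C) fragment, residues 2-372. Input: 10 nM enzyme. Incubation: enzyme reaction 30 min, then detection 60 min, both room temperature. Doses: one test concentration per compound. Read-out basis: inhibition from TR-FRET ratio decrease. Detection: LANCE TR-FRET, excitation 340 nm, emissions 618 and 671 nm.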
Pf Dd2 inh: P. falciparum Dd2 growth inhibition | SYBR Green, 72 h; active compounds read low | activity change, % at 10 µM | 2.3% of 94,000 active | AID 1159554; in the data active = activity change below about -80%; inconclusive = no clear call, values can overlap the other calls
C diff HTS: inhibitors of Clostridium difficile growth; growth activity, negative = inhibition, % at 16 µg/mL (by protocol); Clostridium difficile clinical isolate growth, OD600, 24 h; active compounds read low; 0.25% of 86,000 active;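 active = mean growth activity at or below -80% and every replicate also at or below -80%; inconclusive = mean at or below -80% but some replicate above -80%; inactive = mean growth activity above -80%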;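 also: 0% = DMSO wells and -100% = levofloxacin 16 µg/mL wells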
Numbers without * were called inactive; ? = inconclusive; . = not tested or not shown; & = joins results of further samples; ! = a repeat was not active.

SMILES	T cruzi growth	KDM4C inh	Pf Dd2 inh	C diff HTS
CCCN(C)C[C@@H]1Oc2ncc(-c3cccc(C#N)c3)cc2C(=O)N([C@H](C)CO)C[C@@H]1C	22	1.2	-59	-6
COC(=O)c1ccc(CN2CC(=O)N3[C@@H](CO)[C@@H](c4ccc(-c5ccccc5F)cc4)[C@@H]3C2)cc1	.	-3.4	-10	4
COc1ccccc1S(=O)(=O)N(C)C[C@@H]1OCc2ccccc2-c2ccccc2C(=O)N([C@H](C)CO)C[C@H]1C	-25	-1.9	-32	-7
CCCNC(=O)C[C@H]1CC[C@@H]2[C@H](COC[C@@H](O)CN2Cc2ccccc2F)O1	97*	-2.5	10	2&0
CN1C(=O)c2cc(NC(=O)c3ccc(F)cc3)ccc2OC[C@H]2O[C@@H](CC(=O)NCC3CCCCC3)CC[C@@H]21	1	4.1	2	8
CCN1[C@@H]2Cn3c(ccc(-c4ccccc4OC)c3=O)[C@H]1[C@@H](C(=O)NCc1ccccn1)[C@@H]2CO	90	-0.7	5	-2
CC(C)NC(=O)N(C)C[C@@H]1Oc2ccc(NS(C)(=O)=O)cc2C(=O)N([C@@H](C)CO)C[C@@H]1C	-30	-0.2	36	0
C[C@H]1CN([C@@H](C)CO)S(=O)(=O)c2ccc(C#Cc3cccnc3)cc2O[C@@H]1CN(C)C	11	-1.4	-29	-4
CN(C)C(=O)[C@@H]1[C@@H](CO)[C@@H]2Cn3c(ccc(C4=CCCC4)c3=O)[C@H]1N2CC1CCOCC1	-17	-0.2	.	1
N#Cc1cccc(-c2ccc([C@@H]3[C@@H](CO)N4CCCCN(C(=O)Nc5cccc(F)c5)C[C@H]34)cc2)c1	115*	2.1	-26	17
C[C@H](CO)N1C[C@H](C)[C@@H](CN(C)S(C)(=O)=O)OCCCC[C@H](C)Oc2ccc(NC(=O)C3CCCCC3)cc2C1=O	-42	0.8	.	0
Cc1noc(C)c1S(=O)(=O)Nc1ccc2c(c1)C(=O)N([C@@H](C)CO)C[C@H](C)[C@@H](CN(C)C(=O)c1ccccc1)OCCCC[C@H](C)O2	-88	3.1	-28	.
COCC(=O)N(C)C[C@H]1Oc2cc(C#CC3CCCC3)ccc2S(=O)(=O)N([C@@H](C)CO)C[C@H]1C	5	2.5	3	.
C[C@@H]1CN([C@H](C)CO)C(=O)c2cc(C#CC3(O)CCCC3)cnc2O[C@@H]1CN(C)C	-17	-1.3	47	-6
C[C@@H]1CN([C@@H](C)CO)C(=O)c2cccc(NC(=O)C3CCOCC3)c2O[C@H]1CN(C)S(=O)(=O)c1ccc(F)cc1	28	0.4	-5	4
C[C@@H]1CN([C@H](C)CO)C(=O)c2cc(C3=CCCCC3)cnc2O[C@H]1CN(C)S(C)(=O)=O	56	-1.2	13	.
O=C(Nc1ccc(F)cc1)N1C[C@H]2[C@@H](c3ccccc31)[C@@H](CO)N2Cc1cocn1	-3	-2.0	-77	11
Cc1ccc(-c2ccc([C@@H]3[C@H](CO)N4C(=O)CN(C(=O)Nc5ccc(F)cc5)C[C@@H]34)cc2)cc1	.	-1.4	-25	1
Cc1noc(C)c1NC(=O)N(C)C[C@@H]1OCCCC[C@@H](C)Oc2ccc(NC(=O)Nc3ccc4c(c3)OCO4)cc2C(=O)N([C@@H](C)CO)C[C@H]1C	-18	1.4	35	-2
CC(C)NC(=O)N(C)C[C@H]1Oc2c(NC(=O)C3CCCCC3)cccc2C(=O)N([C@H](C)CO)C[C@H]1C	17	0.9	-1	-2
C[C@H](CO)N1C[C@H](C)[C@@H](CN(C)Cc2ccc(C(=O)O)cc2)Oc2c(NC(=O)Nc3ccc4c(c3)OCO4)cccc2C1=O	10	3.0	-2	-2
CC(C)NC(=O)Nc1ccc2c(c1)C(=O)N([C@H](C)CO)C[C@@H](C)[C@@H](CN(C)Cc1ccccc1)O2	-15	1.4	30	0
C[C@@H]1CN([C@H](C)CO)C(=O)Cc2cc(NS(=O)(=O)c3cn(C)cn3)ccc2O[C@H]1CN(C)S(=O)(=O)c1ccc(F)cc1	26	-2.0	6	-1
COc1ccc(CN2CC3(CCN(C(=O)C4CCC4)CC3)c3c(n(C)c4cc(OC)ccc34)[C@H]2CO)cc1	.	.	-44	2
O=S(=O)(c1ccc(-c2ccccc2)cc1)N1C[C@@H]2N[C@H](C1)C2c1ccc(-c2ccncc2)cc1 (stereo partly drawn)	.	-1.5	-53	21
COc1cccc(S(=O)(=O)N[C@H]2CC[C@H](CCNC(=O)Nc3cc(F)ccc3F)O[C@H]2CO)c1	-1	0.4	6	-5
CN1C(=O)c2cc(NC(=O)C3CCCC3)ccc2OC[C@@H]2O[C@H](CC(=O)Nc3ccccc3)CC[C@@H]21	18	-1.2	-17	6
C[C@@H]1CN([C@H](C)CO)C(=O)c2cc(NS(=O)(=O)c3ccccc3)ccc2O[C@H]1CN(C)S(=O)(=O)c1ccccc1	18	0.9	6	0
CCC(=O)N1[C@H](CO)[C@H]2c3ccccc3N(C(=O)Nc3cccc(Cl)c3)C[C@H]21	6	-0.4	1	0
C[C@@H]1CN([C@H](C)CO)C(=O)Cc2cc(NC(=O)C3CCCCC3)ccc2O[C@H]1CN(C)Cc1ccccc1	46	0.8	-21	-6
COc1ccc(NC(=O)Nc2ccc3c(c2)C(=O)N([C@@H](C)CO)C[C@H](C)[C@@H](CN(C)C)O3)cc1	16	-0.5	5	-1
CCN1CC(=O)N2[C@H](C1)[C@@H](c1ccc(Br)cc1)[C@@H]2CO	.	25	73	-1
O=C(C1CCCCC1)N1CC(=O)N2[C@H](C1)[C@H](c1ccc(Br)cc1)[C@@H]2CO	.	2.1	0	6
CC(C)NC(=O)N(C)C[C@@H]1OCCCC[C@@H](C)Oc2ccc(NS(C)(=O)=O)cc2C(=O)N([C@@H](C)CO)C[C@H]1C	-2	0.9	22	.
CC(C)C#Cc1ccc([C@@H]2[C@@H](CO)N(C(=O)C3CCC3)[C@H]2C#N)cc1	100*	0.2	-8	-9
CN(C)CCCNC(=O)C[C@@H]1CC[C@H]2[C@H](COc3ccc(NC(=O)c4ccc5c(c4)OCO5)cc3C(=O)N2C)O1	-43	3.3	8	3
COc1ccc(-c2cn(CC[C@H]3CC[C@H](NC(=O)Cc4ccccn4)[C@H](CO)O3)nn2)cc1	-80	2.0	5	5
C[C@H]1CN([C@@H](C)CO)C(=O)c2cc(NC(=O)NC3CCCCC3)ccc2O[C@H]1CN(C)C(=O)NC1CCCCC1	-24	-0.8	2	-2
O=C(Nc1cccc(Cl)c1)N[C@@H]1CC[C@@H](CCNC(=O)C2CCOCC2)O[C@@H]1CO	29	-0.4	-1	-1
O=C([C@@H]1[C@@H](CO)[C@@H]2Cn3c(ccc(-c4cccc(F)c4)c3=O)[C@@H]2N1Cc1cocn1)N1CCCCC1	83	9.3	-7	-1
CCCNC(=O)N1CC2(C1)[C@H](c1ccccc1)[C@@H](CO)N2C(=O)C1CC1	.	1.1	1	-2
CC(=O)N1[C@H](CO)[C@H]2c3ccccc3N(S(=O)(=O)c3ccc(F)cc3)C[C@H]21	8	-1.2	1	0
CC(C)(O)C#Cc1ccc([C@H]2[C@@H](CO)N3CCCCN(C(=O)c4ccc(F)cc4)C[C@@H]23)cc1	26	0.4	-14	-4
C[C@@H]1CN([C@H](C)CO)C(=O)Cc2cc(NC(=O)c3ccncc3)ccc2O[C@@H]1CN(C)Cc1ccc(-c2ccccc2)cc1	77	-1.7	-32	-5
C[C@H](CO)N1C[C@H](C)[C@@H](CN(C)CC2CCCCC2)Oc2ncc(C#C[C@@H](C)O)cc2C1=O	-3	1.5	4	0
CCC(=O)N1C[C@H](C)[C@@H](OC)CN(C)C(=O)c2ccc(NS(C)(=O)=O)cc2OC[C@@H]1C	17	-0.3	.	2
C[C@@H]1CN([C@@H](C)CO)C(=O)c2cc(NS(C)(=O)=O)ccc2O[C@@H](C)CCCCO[C@@H]1CN(C)C(=O)c1ccccc1	13	0.5	-16	5
O=C(C[C@H]1C=C[C@@H](NC(=O)c2ccccc2)[C@H](CO)O1)Nc1ccc(-c2ccccc2)cc1	5	0.3	23	12

Part of the list above, limited to KDM4C inh:
Molecule | KDM4C inh
O=C(Nc1cccc(Cl)c1)N[C@@H]1CC[C@@H](CCNC(=O)C2CCOCC2)O[C@@H]1CO | -0.4
O=C([C@@H]1[C@@H](CO)[C@@H]2Cn3c(ccc(-c4cccc(F)c4)c3=O)[C@@H]2N1Cc1cocn1)N1CCCCC1 | 9.3
CCCNC(=O)N1CC2(C1)[C@H](c1ccccc1)[C@@H](CO)N2C(=O)C1CC1 | 1.1

One compound at a time, as listed above. Values in the order: T cruzi growth | KDM4C inh | Pf Dd2 inh | C diff HTS
Results for `CN(C)C(=O)[C@@H]1[C@@H](CO)[C@@H]2Cn3c(ccc(C4=CCCC4)c3=O)[C@H]1N2CC1CCOCC1` = -17 | -0.2 | . | 1
Results for `O=C([C@@H]1[C@@H](CO)[C@@H]2Cn3c(ccc(-c4cccc(F)c4)c3=O)[C@@H]2N1Cc1cocn1)N1CCCCC1` = 83 | 9.3 | -7 | -1

More records:
SMILES	T cruzi growth	KDM4C inh	Pf Dd2 inh	C diff HTS
CCCNC(=O)C[C@H]1CC[C@@H]2[C@@H](COc3ccc(NC(=O)Cc4ccccc4)cc3C(=O)N2C)O1	-2	1.0	6	-6
CC(C)CC#Cc1ccc2c(c1)O[C@H](CN(C)Cc1ccc3c(c1)OCO3)[C@H](C)CN([C@H](C)CO)S2(=O)=O	89	.	-33	20
CCCNC(=O)Nc1ccc2c(c1)OC[C@H](C)N(C)C[C@H](C)[C@@H](OC)CN(C)C2=O	26	-0.9	.	-3
CC(C)C#Cc1ccc([C@H]2[C@@H](CO)N(C(=O)C3CCC3)[C@H]2C#N)cc1	37	-0.9	26	4
Cc1noc(C)c1NC(=O)Nc1cccc2c1O[C@H](CN(C)CC1CC1)[C@H](C)CN([C@H](C)CO)C2=O	-24	0.1	14	1
CCC(=O)N(C)C[C@@H]1Oc2ncc(C#CC(C)(C)O)cc2C(=O)N([C@@H](C)CO)C[C@H]1C	1	-2.3	33	-1
CC(=O)N1[C@@H]2c3ccc(C4=CCCC4)c(=O)n3C[C@H]1[C@H](CO)[C@H]2C(=O)N[C@@H](C)c1ccccc1	89	-0.3	21	3
C[C@H](CO)N1C[C@H](C)[C@H](CN(C)Cc2ccc(C(F)(F)F)cc2)Oc2ccc(NC(=O)C3CC3)cc2CC1=O	10	-0.4	11	5
Cc1noc(C)c1NC(=O)Nc1cccc2c1O[C@@H](CN(C)CC1CC1)[C@H](C)CN([C@@H](C)CO)C2=O	-13	-2.6	0	0
COc1ccc(NC(=O)Nc2ccc3c(c2)C(=O)N([C@@H](C)CO)C[C@H](C)[C@H](CN(C)C(=O)NC2CCCCC2)O3)cc1	18	-1.0	-3	-5
C[C@@H]1CN([C@@H](C)CO)C(=O)c2cc(C3=CCCCC3)cnc2O[C@H]1CN(C)C(=O)c1cccnc1	.	-0.2	14	-3
CC(C)NC(=O)N(C)C[C@@H]1Oc2ncc(C3=CCCCC3)cc2C(=O)N([C@@H](C)CO)C[C@H]1C	-98	1.4	-9	1

A draw from above in order of SMILES length, rising.
SMILES	T cruzi growth	KDM4C inh	Pf Dd2 inh	C diff HTS
CCCNC(=O)Nc1ccc2c(c1)OC[C@H](C)N(C)C[C@H](C)[C@@H](OC)CN(C)C2=O	26	-0.9	.	-3
C[C@@H]1CN([C@@H](C)CO)C(=O)c2cc(C3=CCCCC3)cnc2O[C@H]1CN(C)C(=O)c1cccnc1	.	-0.2	14	-3
C[C@H](CO)N1C[C@H](C)[C@H](CN(C)Cc2ccc(C(F)(F)F)cc2)Oc2ccc(NC(=O)C3CC3)cc2CC1=O	10	-0.4	11	5

(next part)
SMILES	T cruzi growth	KDM4C inh	Pf Dd2 inh	C diff HTS
CC(C)COC(=O)N(C)C[C@@H]1OCc2cnnn2CCCC(=O)N([C@H](C)CO)C[C@H]1C	101*!	-0.3	-10&8	2&0
CCCNC(=O)[C@@H]1[C@@H](CO)[C@@H]2Cn3c(ccc(-c4cccnc4)c3=O)[C@@H]2N1Cc1cocn1	.	7.8	36	-3
O=C(Nc1ccccc1)N1C[C@H]2[C@@H](c3ccccc31)[C@H](CO)N2C(=O)c1ccncc1	6	0.2	1	4
C[C@H](CO)N1C[C@H](C)[C@@H](CN(C)Cc2cccc(C(F)(F)F)c2)OCc2ccccc2-c2c(n(C)c3ccccc23)C1=O	.	-3.5	?	22
C[C@@H]1CN([C@@H](C)CO)C(=O)c2cc(/C=C/c3ccccc3)cnc2O[C@H]1CN(C)C(=O)c1cccnc1	17	7.0	-18	0
CCC(=O)N(C)C[C@H]1Oc2cc(C#CCN(C)C)ccc2S(=O)(=O)N([C@@H](C)CO)C[C@H]1C	83	2.1	5	0
O=C(C1CCCC1)N1CC2(C1)[C@@H](c1ccccc1)[C@@H](CO)N2CCC(F)(F)F	.	0.7	11	-1
C[C@@H]1CN([C@H](C)CO)C(=O)c2cc(NC(=O)Nc3ccccc3)ccc2O[C@@H]1CN(C)C(=O)Nc1ccccc1	2	-1.1	-16	-2

The order is random (roughly 6.8% active in at least one column).
